From PubChem
BB579 growth dn: chemicals that inhibit yeast BB579 growth in restrictive medium (lifespan-shortening candidates); S. cerevisiae BB579 growth, OD615, 48 h; inhibition, % at 10 µM; hit rate 0.51% among 140,000;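 active means inhibition above a set limit, 3 SD over the mean compound inhibition, cut at about 44% in these data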; further: inactives centre near -24
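System: Saccharomyces cerevisiae DeaD strain BB579, replicative lifespan model yeast | Buffer or medium: Restrictive glucose-based CSMM-D medium | Times: 4 h preincubation and 48 h exposure at 30 °C | Detection: OD615 turbidity measurement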
NPY-Y2 antag: NPY-Y2 (human) receptor antagonism. P49146. inhibition, % at 2.7 µM. NPY-Y2 expressing cells, antagonist mode. AID 793. hit rate 0.99% among 140,000; in the data active means inhibition above about 17%;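 further: 0% = vehicle with agonist challenge and 100% = reference antagonist with challenge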
Target sequence (P49146 whole entry, looked up): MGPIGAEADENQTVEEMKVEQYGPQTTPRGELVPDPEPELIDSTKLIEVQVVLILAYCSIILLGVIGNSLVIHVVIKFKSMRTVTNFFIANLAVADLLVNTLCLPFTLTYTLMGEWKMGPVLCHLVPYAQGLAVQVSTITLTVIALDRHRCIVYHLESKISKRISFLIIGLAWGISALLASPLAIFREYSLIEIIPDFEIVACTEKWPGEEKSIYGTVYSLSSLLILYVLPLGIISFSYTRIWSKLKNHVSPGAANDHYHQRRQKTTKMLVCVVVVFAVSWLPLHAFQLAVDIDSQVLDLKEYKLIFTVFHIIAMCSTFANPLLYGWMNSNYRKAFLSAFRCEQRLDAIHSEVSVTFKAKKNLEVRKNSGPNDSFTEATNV
Phagocyt inh: macrophage phagocytosis inhibition; J774A.1 macrophage IgG-bead phagocytosis, imaging; inhibition, % at 5 µM; hit rate 0.07% among 110,000; AID 1029;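 active means inhibition above the mean of the plate negative controls plus 5 SD, cut at about 13% in these data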;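 further: phagocytic index as fraction of beads internalized from green versus red external bead signal; plate controls were DMSO negative control for no effect and cytochalasin-D positive control for full effect; some results beyond the cut were filed as inactive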
MRP1 act: activators of MRP-1; hit rate 0.61% among 140,000; viability increase, % at 10 µM; H69AR cells + doxorubicin, viability rescue, CellTiter-Glo;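 active means viability gain under doxorubicin at or above a set limit, the compound median plus 3 SD, cut at about 4.7% in these data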;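 further: MRP-1 overexpressing cells given doxorubicin 25 µM after compound pretreatment; 18-22 h compound pretreatment then 72 h with doxorubicin before readout; 0% = doxorubicin-only wells and 100% = vehicle-treated cells without doxorubicin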
GALR2 blocker: blocks the human galanin receptor 2; GALR2-expressing cells, antagonist mode; O43603; inhibition, % at 4 µM; hit rate 0.39% among 140,000; AID 828; in the data active means inhibition above about 27%;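 further: cells stimulated with galanin 1-16 at roughly its EC80; 0% = agonist challenge control and 100% = basal control without agonist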
Target sequence (O43603 whole entry, looked up): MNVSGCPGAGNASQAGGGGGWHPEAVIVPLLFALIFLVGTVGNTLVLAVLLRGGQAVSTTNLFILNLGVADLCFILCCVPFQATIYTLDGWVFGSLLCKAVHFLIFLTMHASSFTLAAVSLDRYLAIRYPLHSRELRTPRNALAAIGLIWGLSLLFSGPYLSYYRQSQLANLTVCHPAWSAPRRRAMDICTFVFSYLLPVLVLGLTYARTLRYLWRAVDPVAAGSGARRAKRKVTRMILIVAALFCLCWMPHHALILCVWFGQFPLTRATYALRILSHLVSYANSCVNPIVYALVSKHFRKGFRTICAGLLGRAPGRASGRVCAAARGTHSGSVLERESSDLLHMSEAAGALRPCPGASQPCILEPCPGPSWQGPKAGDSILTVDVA
PTEN del growth: suppresses growth of cells with PTEN deletion; viability, % at 10 µM; HCT116 PTEN-null viability, CellTiter-Glo, 60 h; hits give low values; hit rate 1.2% among 140,000; AID 827;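 active means viability at or below a set limit, 4 SD under the median of all tested compounds, cut at about 3.7% in these data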;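 further: PTEN knockout HCT116 line with beta catenin targeted HCT116 as companion control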
HCT116 bCat-KO: beta-catenin-lacking colon tumor cell growth suppression; HCT116 beta-catenin knockout viability, CellTiter-Glo, 60 h; hits give low values; viability, % at 10 µM; hit rate 1.5% among 140,000;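 active means viability at or under a set limit, the compound median less 4 SD, cut at about 6% in these data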;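 further: 0% = Hyamine 1622 control at 20 µM and 100% = untreated cell control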
E-sel TNF inh: TNF alpha driven E-selectin expression inhibition | HUVEC TNFa-induced E-selectin immunofluorescence, high content | inhibition, % at 2 µM | hit rate 0.71% among 120,000 | AID 1246;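 active means inhibition above the batch mean plus 3 SD, and confirmed as a hit on visual image review, cut at about 43% in these data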;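 further: 0% = TNF-stimulated DMSO wells and 100% = unstimulated control wells; not every result past the cut was called active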
Yeast lifespan up: extends the lifespan of yeast. S. cerevisiae growth with nicotinamide, OD615; deaD strain in restrictive glucose medium. inhibition of the nicotinamide effect, % at 10 µM. hit rate 0.68% among 130,000;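 active means inhibition above a set limit, placed 3 SD over the median of all compounds, cut at about 26% in these data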;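 further: 0% = nicotinamide-treated wells and 100% = cells grown without nicotinamide; some compounds called inactive have numbers as strong as hits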
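Assay system: DeaD-strain S. cerevisiae. Medium: CSMM-D glucose medium, restrictive. Reagent: nicotinamide, 1.5 mM, co-present with compound. Compound: 10 µM single point, 0.25% DMSO. Schedule: culture preincubation 4 h, compound exposure 48 h, both 30 °C. Detection: absorbance at 615 nm.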
Measles CPE: protection of cells from measles virus | hit rate 1.5% among 140,000 | Measles virus-infected cells, CPE protection, absorbance | protection (pct of control), % at 4 µM; in the data active means protection mostly above about 24%, no sharp cut-off; inactive means mostly below about 26%; further: some compounds called inactive have numbers as strong as hits
Starred values were filed as active, the others as inactive; / = not tested or not shown.

Values run as follows: BB579 growth dn | NPY-Y2 antag | Phagocyt inh | MRP1 act | GALR2 blocker | PTEN del growth | HCT116 bCat-KO | E-sel TNF inh | Yeast lifespan up | Measles CPE
> Cc1cccc(NC(=O)CSc2nnc(-c3ccco3)c(-c3ccco3)n2)c1C
 : -29.3 | -0.8 | / | -2.7 | 7.8 | 86.9 | 79.5 | 1.8 | -8.4 | 10.0
> O=C(O)CN1C(=O)CC(Cc2ccc(Cl)cc2)C1=O (stereo unspecified)
 : -6.9 | 2.9 | -0.6 | -0.8 | 2.4 | 100.6 | 106.6 | 12.1 | -6.3 | 8.0
> CCOc1cccc(OCCOCCOc2ccccc2C(C)=O)c1
 : -41.9 | 7.5 | 1.2 | -1.6 | 2.0 | 82.0 | 88.3 | / | -3.2 | 14.5
> CC(C)(C)C(=O)N1CCC[C@H]1C(O)(c1ccccc1)c1ccccc1
 : -26.2 | 9.6 | -2.2 | -1.7 | -0.6 | 81.5 | 78.2 | -17.3 | 10.2 | 10.9
> C[C@@H](C(=O)NCC1CC1)[C@@H]1C[C@@]1(C)[C@@H](NC(=O)OCc1ccccc1)c1ccccc1
 : -24.4 | 0.7 | / | 0.0 | 3.1 | 87.1 | 88.3 | -17.7 | 7.6 | 5.2
> Cc1ccc(S(=O)(=O)N(C)C)cc1NC(=O)c1ccc(OC(F)(F)F)cc1
 : -41.7 | 2.9 | -11.2 | 0.1 | -11.5 | 75.5 | 80.6 | / | 4.4 | 10.8
> O=C(C1CCC1)N1CCc2cc(S(=O)(=O)N3CCCCC3)ccc21
 : 1.1 | 1.8 | -2.3 | -0.5 | 7.6 | 96.1 | 104.3 | -11.5 | -10.3 | 15.3
> COc1ccc(CCNc2oc(-c3ccc(OC)c(OC)c3)nc2P(=O)(OC)OC)cc1OC
 : -30.2 | -0.4 | -5.4 | -1.8 | 17.6 | 102.9 | 99.2 | / | 6.8 | 7.2
> Cn1cnnc1SC1c2cccc3cccc(c23)C1NS(=O)(=O)c1ccccc1 (stereo unspecified)
 : -35.1 | -0.6 | -6.2 | -2.2 | 8.5 | 89.9 | 94.2 | -4.2 | 1.9 | 15.2
> COc1ccc2[nH]c(=O)c(CN(Cc3ccccc3)Cc3nnnn3CC3CCCO3)cc2c1 (stereo unspecified)
 : -17.2 | 0.9 | 2.0 | -0.9 | -9.0 | 83.9 | 96.3 | 22.6 | -8.0 | 10.1
> Cc1ccc2[nH]cc(C(=O)CCl)c2c1
 : -11.1 | -0.3 | -4.8 | -5.3 | 2.9 | 2.3* | 2.8* | / | -7.2 | 23.5
> O=C(C(Cl)Cl)N1c2ccccc2OCC1c1ccccc1 (stereo unspecified)
 : 0.6 | 2.5 | 0.0 | -2.4 | 12.0 | 14.9 | 12.3 | 10.9 | -4.1 | 12.6
> Cc1ccc(-n2nnnc2SCC(=O)Nc2c(C)n(C)n(-c3ccccc3)c2=O)cc1
 : -26.2 | 4.6 | -1.3 | -2.3 | 3.1 | 83.1 | 84.0 | -20.8 | 5.3 | 2.8
> C=CCn1c(Cc2csc(N)n2)nnc1SCC(=O)Nc1ccc(C(=O)OCC)cc1
 : -17.5 | -0.7 | -0.8 | -1.9 | -1.0 | 99.8 | 74.2 | 12.0 | -25.1 | 3.1
> Cn1c(=O)c(Sc2ccc(Cl)cc2)c(O)c2ccccc21
 : -21.7 | 2.3 | -3.0 | -2.5 | -2.2 | 100.3 | 93.1 | / | 29.7* | 7.3
> O=C(CN(c1ccc(F)cc1)S(=O)(=O)c1ccc2c(c1)OCCO2)NCc1cccnc1
 : -20.8 | -2.1 | / | -0.4 | -3.4 | 101.0 | 100.3 | -12.9 | -1.6 | 13.1
> COc1ccc(CNC(=O)c2cnc(C)cn2)cc1
 : -22.6 | 0.9 | / | 0.1 | 16.7 | 98.3 | 103.3 | / | -18.0 | 7.6
> COC(=O)/C(C(C)=O)=C(/C=C/C=C/N(C)C)N(C)C
 : -52.4 | -1.9 | -1.5 | -0.4 | 6.3 | 94.2 | 92.4 | -2.1 | -0.8 | 13.8
> CCCn1nnnc1NC(=O)c1cccs1
 : -22.8 | -0.9 | / | -1.9 | 2.0 | 85.4 | 91.2 | -0.4 | -5.2 | 3.0
> CCn1c2ccc(C)cc2c2nnc(NN)nc21
 : -54.4 | -0.6 | / | -3.9 | -8.8 | 86.9 | 76.9 | / | 0.9 | 19.6
> Cc1ccc(C)c2[nH]c(=O)c(CN(CCN3CCCC3)C(=O)Nc3cccc(Cl)c3)cc12
 : -46.9 | 9.2 | -0.4 | -6.8 | 2.1 | 1.8* | 3.0* | -26.8 | 1.1 | 4.2
> CCOc1ccc(C(C)=O)cc1CC(C(N)=O)C(N)=O
 : -73.0 | 1.5 | -0.1 | -0.8 | 4.9 | 108.3 | 96.6 | -4.6 | 33.9 | 4.3
> COc1cc([N+](=O)[O-])cc(CN2CCCCC2)c1O
 : -24.1 | -0.1 | -1.9 | -1.7 | 1.5 | 91.1 | 104.8 | 7.1 | -13.3 | 3.8
> Cc1cc2oc(=O)cc(CN3CCCc4ccccc43)c2cc1C
 : -54.9 | 3.4 | -0.1 | -2.9 | 16.4 | 70.9 | 79.2 | / | 0.7 | 6.7
> COc1cc2c(cc1OC)CN(C(=O)c1cc3ccccc3oc1=O)CC2
 : 11.3 | 0.3 | 0.3 | -1.1 | -5.7 | 28.3 | 33.6 | -27.9 | -5.8 | 1.8
> CCc1c(C)sc(NC(=O)C2CC2c2ccccc2)c1C(N)=O (stereo unspecified)
 : -17.4 | 6.1 | 3.2 | -1.5 | -4.8 | 46.3 | 54.9 | 20.7 | -9.5 | 38.3*
> CC(C)Sc1cc(N2CCCC2)nc(-c2ccc(F)cc2)n1
 : -32.1 | -0.2 | / | -1.4 | -5.4 | 88.1 | 87.3 | 13.0 | -5.9 | 16.8
> Cc1cccc(C)c1NC(=O)CN1N=NC2C(=O)N(c3cccc(Cl)c3)C(=O)C21 (stereo unspecified)
 : -5.1 | 0.6 | -13.6 | -1.5 | 8.2 | 91.2 | 88.2 | / | 2.9 | 2.2
> COc1ccc(Cn2c(O)c(C=Nc3ccc(OC)cc3)c3ccccc3c2=O)cc1
 : -7.2 | 1.2 | -3.3 | 6.4* | -13.3 | 96.8 | 91.3 | / | 4.0 | 7.3
> COC(=O)c1sc(S(=O)(=O)N2CCCCC2C(=O)O)c(C(=O)OC)c1C (stereo unspecified)
 : -28.2 | 0.0 | -1.5 | -1.7 | -2.4 | 100.8 | 94.3 | 8.5 | 1.2 | 5.0

New compounds follow
| canonical_smiles | BB579 growth dn | NPY-Y2 antag | Phagocyt inh | MRP1 act | GALR2 blocker | PTEN del growth | HCT116 bCat-KO | E-sel TNF inh | Yeast lifespan up | Measles CPE |
| --- | --- | --- | --- | --- | --- | --- | --- | --- | --- | --- |
| COc1ccc(CCNC(=O)C2CCCCC2C(=O)O)cc1OC (stereo unspecified) | -42.7 | -1.5 | 0.8 | -2.7 | -0.9 | 90.8 | 96.7 | -8.0 | -23.7 | 13.0 |
| O=C(NC1CCCCC1)C(c1ccco1)N(CCc1ccccc1)C(=O)C(F)(F)F (stereo unspecified) | -25.1 | 1.7 | / | -3.1 | 7.7 | 69.6 | 70.7 | 36.5 | / | 3.9 |
| CCn1c2ccccc2c2cc(C3C(C#N)=C(N)Oc4n[nH]c(COC)c43)ccc21 (stereo unspecified) | -47.3 | -1.5 | -6.3 | -6.0 | -7.5 | 6.1 | 2.3* | -23.4 | -6.4 | 44.2 |
| Cc1ccc(-n2ncc3c(=O)n(CC#N)cnc32)cc1 | -4.8 | 0.4 | -0.5 | -2.6 | 6.4 | 83.5 | 85.2 | -16.3 | -9.8 | 19.1 |
| COc1cc(-n2c(=O)c3ccccc3n(Cc3ccccc3)c2=O)cc(OC)c1OC | -43.1 | 2.2 | 1.9 | 0.0 | -8.7 | 92.0 | 100.9 | 15.9 | -19.1 | 16.3 |
| Cc1cc(Cl)cc(Cl)c1CNc1c([N+](=O)[O-])c(=O)oc2ccccc12 | -22.1 | 4.6 | 1.9 | -2.1 | -5.0 | 86.9 | 90.3 | 22.0 | 6.2 | 4.5 |
| CC1(C)CC(=O)c2cc(C(=O)NC3CCSC3=O)c(=O)n(-c3ccc(Cl)cc3)c2C1 (stereo unspecified) | -10.3 | 4.8 | -0.1 | -1.1 | -3.4 | 102.2 | 95.7 | -1.2 | -1.9 | 5.2 |
| COc1ccc(Cn2c(=O)[nH]c3cc(C(=O)NCCCN4CCCC4=O)ccc3c2=O)cc1 | -14.1 | -0.6 | 1.9 | -0.3 | -1.4 | 98.6 | 102.8 | / | -6.5 | 17.6 |
| COc1ccc(CNC(=O)C2CCN(S(=O)(=O)N3CCOCC3)CC2)cc1 | -15.9 | 3.9 | / | -2.1 | 2.1 | 101.2 | 98.4 | / | -3.0 | 4.9 |
| c1ccc(-c2nnc(-c3ccco3)o2)cc1 | -38.7 | 0.5 | 11.0 | 0.3 | 14.2 | 85.7 | 88.2 | / | -23.9 | 5.2 |
| C[N+](C)(C)CC/C=C1/c2ccccc2CSc2ccccc21 | -21.2 | -1.0 | / | -2.2 | -3.5 | 91.2 | 86.4 | 7.8 | / | 7.7 |
| Cn1c2ccccc2c2cc(C(=O)O)ccc21 | 76.9* | 1.2 | -1.1 | 0.9 | -2.6 | 98.3 | 104.5 | 3.5 | -11.7 | 9.4 |
| Cc1ccc(S(=O)(=O)N(CC(=O)N/N=C/c2cccc3c2OCCO3)c2ccccc2F)cc1 | -25.3 | 1.3 | 1.6 | -0.7 | 0.5 | 93.1 | 100.2 | -18.4 | -14.2 | 12.6 |
| C=CCn1c(=O)c2ccccc2n2c(SCc3csc(-c4ccccc4)n3)nnc12 | -88.9 | 5.2 | 1.9 | -1.7 | -0.8 | 79.7 | 86.7 | 0.5 | -1.1 | 8.8 |

Reprinted at random: 3 entries already listed.
| canonical_smiles | BB579 growth dn | NPY-Y2 antag | Phagocyt inh | MRP1 act | GALR2 blocker | PTEN del growth | HCT116 bCat-KO | E-sel TNF inh | Yeast lifespan up | Measles CPE |
| --- | --- | --- | --- | --- | --- | --- | --- | --- | --- | --- |
| Cn1c2ccccc2c2cc(C(=O)O)ccc21 | 76.9* | 1.2 | -1.1 | 0.9 | -2.6 | 98.3 | 104.5 | 3.5 | -11.7 | 9.4 |
| CC1(C)CC(=O)c2cc(C(=O)NC3CCSC3=O)c(=O)n(-c3ccc(Cl)cc3)c2C1 (stereo unspecified) | -10.3 | 4.8 | -0.1 | -1.1 | -3.4 | 102.2 | 95.7 | -1.2 | -1.9 | 5.2 |
| C[N+](C)(C)CC/C=C1/c2ccccc2CSc2ccccc21 | -21.2 | -1.0 | / | -2.2 | -3.5 | 91.2 | 86.4 | 7.8 | / | 7.7 |
